Tau ThT inhib: qHTS for Inhibitors of Tau Fibril Formation, Thioflavin T Binding. recombinant tau K18 P301L (four-repeat tau fragment), heparin-induced fibrillization, ThT fluorescence. Potency, µM (series often up to 57.4 µM), for inactives: at the top dose activity, negative = inhibition, usual class: inhibitors. actives 2.1% (n = 270,000). Microtubule-associated protein tau (Homo sapiens), P10636; note: % is set by controls: 0 for no effect and ±100 for the full control effect; nearly all actives have a fitted effect of over 55% in size
Target sequence (P10636 561-689 P618L limits assumed): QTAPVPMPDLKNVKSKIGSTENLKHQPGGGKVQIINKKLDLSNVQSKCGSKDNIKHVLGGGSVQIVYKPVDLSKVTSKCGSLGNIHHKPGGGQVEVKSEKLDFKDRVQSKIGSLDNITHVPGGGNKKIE
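Recombinant human tau K18 fragment […] carrying P301L, 15 uM unlabeled plus 0.24 uM Alexa 594-labeled, was fibrillized with 20 uM heparin in 100 mM sodium acetate pH 7 for 6 hr at 37 C; 30 uM ThT fluorescence read after 1 hr.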
SMN2 splice enh: qHTS Assay for Enhancers of SMN2 Splice Variant Expression; HEK293 SMN2-luciferase splicing reporter, luminescence, 30-36 h; Potency, µM (titrated, usually from 46.1 µM), without a hit: at the top dose activity change, positive = activation, usual class: activators; actives 2.8% (n = 210,000); note: % of control where 0% means no effect; nearly all actives have a fitted effect of over 55% in size
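HEK293 cells carry an SMN2 […]–luciferase reporter in which exon 7 inclusion puts luciferase in frame. Cells were plated 10-12 h before compound addition, then incubated 30-36 h at 37C. ONE-Glo luminescence was read; sodium butyrate at 4.5 mM final served as control.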
Lamin A splicing: qHTS Assay for Modulators of Lamin A Splicing; Potency, µM (doses to about 46.1 µM), for inactives: at the top dose ratio change, negative = inhibition, actives largely listed as inhibitors; actives 0.01% (n = 200,000); HeLa LMNA splicing GFP/RFP minigene ratio, 48 h; AID 1487, 2009; active = well fitted inhibition curve with a large enough effect in the signal ratio, with a control signal flat, not every such curve was filed as active; inconclusive = small, poorly fitted or top-dose-only effect, or effect the other way, or a change in a side signal; the % refers to the signal ratio; note: % is set by controls: 0 for no effect and ±100 for the full control effect
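S3 HeLa stable clones carrying a lamin A-EGFP splicing minigene plus DsRed2 were seeded at 600 cells/well in Opti-MEM with 2% FBS, pin-dosed and incubated 48 h at 37°C. Acumen cytometry (488 nm) gave the GFP/RFP total-intensity ratio.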
Luc counter: Counterscreen for Luciferase (Kinase-Glo TM) Inhibition; Kinase-Glo luciferase, ATP luminescence, 8 min; Potency, µM (highest dose often 38.3 µM), inactives show top-dose activity change, negative = inhibition, hits mostly inhibitors; actives 0.28% (n = 200,000); AID 1379, 2008; note: % is set by controls: 0 for no effect and ±100 for the full control effect; nearly all actives have a fitted effect of over 60% in size
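Light output from Kinase-Glo luciferase with luciferin and 10 uM ATP in 50 mM imidazole pH 7.2, KCl, MgCl2, Tween 20, BSA; compound pin-delivered, 8-min ambient incubation, then luminescence read.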
L3MBTL1 block: qHTS Assay for the Inhibitors of L3MBTL1 | Lethal(3)malignant brain tumor-like protein 1 (Homo sapiens), Q9Y468 | AlphaScreen L3MBTL1–H3K9me1 peptide binding | Potency, µM (titrated, usually from 57.1 µM), without a hit: top-dose activity, negative = inhibition, hits mostly inhibitors | actives 0.66% (n = 230,000) | AID 485360, 2010; note: % is set by controls: 0 for no effect and ±100 for the full control effect; nearly all actives have a fitted effect of over 60% in size
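L3MBTL1 50 nM + b-AHA-H3(1-15)K9me1 75 nM, 30 min RT; compound added, 30 min RT; streptavidin donor/Ni-chelate acceptor beads 10 ug/mL each final, 30 min RT dark; AlphaScreen read.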
RECQ1 inh: qHTS Assay for Inhibitors of RecQ-Like Dna Helicase 1 (RECQ1); RECQ1 DNA unwinding, red fluorescence kinetic read; AID 2549, 2010; Potency, µM (series often up to 57.3 µM), inactives show at the top dose activity, negative = inhibition, actives largely listed as inhibitors; actives 0.54% (n = 240,000);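 note: plate controls were vehicle for no effect and no enzyme for full effect; nearly all actives have a fitted effect of over 30% in size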
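50 nM RECQ1T1 preincubated 15 min with compound in Tris pH 8.0 buffer with MgCl2, DTT, Tween-20 and 2.5 ug/ml poly(dI-dC); started with 200 nM TAMRA/BHQ-2 forked duplex and 2 mM ATP. Unwinding read as fluorescence (525/598 nm), two reads 2 h apart.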
JMJD2E inh: qHTS Assay for Inhibitors of Human Jumonji Domain Containing 2E (JMJD2E). Potency, µM (series often up to 57.1 µM), for the others: at the top dose activity change, negative = inhibition, usual class: inhibitors. AID 2147, 2009. JMJD2E catalytic domain, FDH-coupled NADH fluorescence (FDH is formaldehyde dehydrogenase). Lysine-specific demethylase 4E (Homo sapiens), B2RXH2. actives 1.6% (n = 230,000); active = well fitted inhibition curve with a large enough effect, not every such curve was filed as active; inconclusive = small, poorly fitted or top-dose-only effect, or another doubt; inactive = no such curve, though single readings can be large or run the other way;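 note: 0% = wells with enzyme and -100% = buffer wells without enzyme; nearly all actives have a fitted effect of over 50% in size; many of its hits are not listed in these tables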
Target sequence (B2RXH2 1-337 limits assumed): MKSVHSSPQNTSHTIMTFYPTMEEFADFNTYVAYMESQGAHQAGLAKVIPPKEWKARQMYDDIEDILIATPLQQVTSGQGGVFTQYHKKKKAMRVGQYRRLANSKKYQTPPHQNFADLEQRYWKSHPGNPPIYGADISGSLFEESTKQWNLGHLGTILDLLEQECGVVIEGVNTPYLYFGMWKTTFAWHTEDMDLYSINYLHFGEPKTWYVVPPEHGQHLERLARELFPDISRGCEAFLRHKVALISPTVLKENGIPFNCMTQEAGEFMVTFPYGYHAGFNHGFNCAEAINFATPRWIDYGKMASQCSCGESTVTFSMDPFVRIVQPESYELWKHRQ
ALDH1A1 inh: qHTS Assay for Inhibitors of Aldehyde Dehydrogenase 1 (ALDH1A1); Purified ALDH1A1, NADH fluorescence, propionaldehyde substrate; Potency, µM (highest dose often 75.3 µM), inactives show at the highest dose activity, negative = inhibition, actives largely listed as inhibitors; actives 7.3% (n = 220,000); AID 1030, 2008; active = well fitted inhibition curve with a large enough effect, not every such curve was filed as active; inconclusive = small, poorly fitted or top-dose-only effect, or another doubt; inactive = no such curve, though single readings can be large or run the other way;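 note: plate controls were no enzyme wells and a reference inhibitor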
Target sequence (P00352 whole entry, looked up): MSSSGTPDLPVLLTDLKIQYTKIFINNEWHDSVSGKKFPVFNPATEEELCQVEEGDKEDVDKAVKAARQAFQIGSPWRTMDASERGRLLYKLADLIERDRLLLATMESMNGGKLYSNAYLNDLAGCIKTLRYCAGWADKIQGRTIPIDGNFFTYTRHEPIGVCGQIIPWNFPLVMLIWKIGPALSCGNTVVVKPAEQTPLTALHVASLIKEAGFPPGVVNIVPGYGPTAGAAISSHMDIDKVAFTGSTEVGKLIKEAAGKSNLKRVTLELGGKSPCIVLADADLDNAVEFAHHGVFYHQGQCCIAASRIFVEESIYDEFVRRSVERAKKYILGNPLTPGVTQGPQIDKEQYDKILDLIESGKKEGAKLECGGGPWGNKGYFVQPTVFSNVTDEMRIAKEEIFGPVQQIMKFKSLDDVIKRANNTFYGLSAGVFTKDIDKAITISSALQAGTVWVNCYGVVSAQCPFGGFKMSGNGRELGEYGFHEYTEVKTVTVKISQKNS
* marks the source's active call; other numbers are inactive results; i = inactive; ? = inconclusive; . = no result given; & = joins results of further samples; ! = not active in a repeat; [ ] = another dose, or the depositor's remark. Unless noted, calls come from the whole dose curve; as a rule, active = well fitted curve in the direction sought with a large enough effect; inconclusive = small, poorly fitted or top-dose-only effect, or another doubt; inactive = no such curve, though single readings can be large; an effect the other way counts as inactive or inconclusive. Potency is the fitted concentration of half-maximal effect. An excerpt; the hit share may differ from the screen's.

compound,Tau ThT inhib,SMN2 splice enh,Lamin A splicing,Luc counter,L3MBTL1 block,RECQ1 inh,JMJD2E inh,ALDH1A1 inh
C/C(=N\NC(=O)Cc1ccc(Cl)cc1)c1ccccn1,-2%,-32%[inhibitor],?,-7%,-19%,-2%,?,12%
O=c1c(-c2ccc(F)cc2)coc2cc(O)ccc12,-10%,78%,?,?,4%,i,?,?
Cc1c(Cl)cn2c(=O)cc(CN3CCN(c4ccccc4)CC3)nc2c1Cl,?,-40%[inhibitor],10%[46 µM],0%,.,-13%,-6%,-4%
CCC(=O)N1COC[C@@H]1Cc1ccccc1,12%,2%,5%,-5%,5%,-1%,2%,6%
CCSc1nnc(NC(=O)CC(C)C)s1,6%,3%,-13%[46 µM],-5%,-39%,-11%,8%,?
CC1=NN(c2nc3ccccc3s2)C(O)(C(F)(F)F)C1 (stereo unspecified),-16%,.,.,.,7%,i,-3%,.
Cc1ncsc1CCC(=O)N1CCCC(C(=O)c2cccc(Cl)c2)C1 (stereo unspecified),-5%,.,?,-1%,0%,7%,-3%,-7%
NS(=O)(=O)c1ccc(CNC(=S)NC2CCCCC2)cc1,-6%,.,.,.,4%,-1%,4%,.
CCn1c(C2CCN(Cc3ccccc3)CC2)n[nH]c1=S,-2%,2%,.,0%,11%,i,0%,1%
COc1ccccc1/C=C/CN1CCC(CO)(Cc2ccccc2)CC1,4%,-13%,?,-5%,-2%,i,-3%,5%
CCCn1c(Sc2nnnn2-c2ccccc2)n[nH]c1=O,-8%,-5%,?,0%,4%,i,5%,-6%
COC(=O)C1C(=O)NCC1c1ccc(C)cc1 (stereo unspecified),-7%,13%,22%,0%,.,-3%,-10%,-2%
O=C(CSc1nc2[nH]ncc2c(=O)n1-c1ccccc1Br)NCc1ccco1,3%,.,19%,-1%,-16%,-9%,-24%,13µM*
CCOc1ccc(NS(=O)(=O)c2ccc3[nH]cc(C(=O)NCCOC)c(=O)c3c2)cc1,-8%&-8%,13µM*!,4%,4%,3%,i,-8%,6%
O=C(O/N=C1\CCCc2ccccc21)c1ccc(F)cc1,?,12%,-5%,-16%,6%,i,8%,-1%
Cc1cc2c(=O)oc(-c3ccccc3Br)nc2s1,?,.,.,.,15%,-17%,3%,.
Clc1ccccc1C(c1nnnn1Cc1ccco1)N1CCN(Cc2ccco2)CC1 (stereo unspecified),?,-1%,2%,-1%,-6%,i,-15%,?
CCn1c(SCC(=O)c2ccc(O)c(O)c2)nnc1-c1ccc(C)cc1,?,?,?,-9%,?,10µM*,25µM*,0%
N#Cc1c(/N=C/c2ccc(Br)s2)sc2c1CCC2,?,7.9µM*,0%,0%,-8%,i,-3%,?
O=C1CC(c2nc3ccccc3[nH]2)CN1Cc1ccccc1 (stereo unspecified),6%,2%,-3%,3%,1%,-5%,-7%,-6%

Compound profiles, as listed above. Order of values: Tau ThT inhib, SMN2 splice enh, Lamin A splicing, Luc counter, L3MBTL1 block, RECQ1 inh, JMJD2E inh, ALDH1A1 inh
O=C1CC(c2nc3ccccc3[nH]2)CN1Cc1ccccc1 (stereo unspecified) as listed: 6%, 2%, -3%, 3%, 1%, -5%, -7%, -6%
CCn1c(SCC(=O)c2ccc(O)c(O)c2)nnc1-c1ccc(C)cc1 as listed: ?, ?, ?, -9%, ?, 10µM*, 25µM*, 0%

Following part:
compound,Tau ThT inhib,SMN2 splice enh,Lamin A splicing,Luc counter,L3MBTL1 block,RECQ1 inh,JMJD2E inh,ALDH1A1 inh
CCOC(=O)C1CCN(C(=O)CN(c2ccc3c(c2)OCCO3)S(C)(=O)=O)CC1,-4%,-8%,11%,3%,.,-11%,17%,7%
NS(=O)(=O)c1ccc(CCNC(=O)c2ccc(Br)s2)cc1,8%,.,.,.,.,i,4%,37%[activator]
Cc1ccc(S(=O)(=O)NC(=NC(C)C(=O)O)c2ccccc2)cc1 (stereo unspecified),-9%,13%,6%,0%,5%,i,3%,4%
CCOc1ccc(CC(=O)Nc2c(C(=O)Nc3ccccc3)oc3ccccc23)cc1OCC,-5%,-16%,3%,-3%,3%,0%,?,?
CC1(C)Cc2[nH]c(=S)c(C#N)cc2CO1,-14%,-2%,-1%,-4%,5%,-1%,13µM*,2.2µM*
COc1cc(OC)c(/C=N/NC(=O)c2ccncc2)cc1Br,-8%,-46%[inhibitor],.,0%,.,6%,-6%,?
Cc1ccc2c(c1C)NC(C)CC2C (stereo unspecified),-13%,16%,9%,0%,-7%,-1%,?,-1%
COc1cc2c(cc1Cl)C(=O)C(F)(c1ccccc1)C(=O)N2 (stereo unspecified),-1%,.,.,.,-16%,i,-3%,.
Cc1oc2cc(O)ccc2c(=O)c1-c1cnn(-c2ccccc2)c1,?,-9%,4%,8%,14%,-13%,?,?
O=C(c1cccc(C(=O)N2CCN(c3ccccc3F)CC2)c1)N1CCN(c2ccccc2F)CC1,-16%,-49%[inhibitor],8%,-3%,.,11%,5%,?
CCCCC[C@H](O)CC(=O)CCc1ccc(O)c(OC)c1,-12%&1%,1%&4%,.,.,.,7%&9%,.,5%&3%
COc1ccc(C(=O)N[C@H](C(=O)Nc2ccc(OC)nc2)C(C)C)cc1,-9%,3%,0%,-4%,.,13%,1%,3%
S=C(NCCc1ccccc1)N1CCN(C2CCCCC2)CC1,-9%,7%,-4%[46 µM],-3%,3%,2%,-2%,2%
COc1ccc(CCNC(=O)CC2Nc3ccccc3NC2=O)cc1OC (stereo unspecified),?,-13%,-3%,6%,-5%,-21%,?,?
CC(Sc1nnc(-c2ccccc2Br)n1-c1cccc(C(F)(F)F)c1)C(N)=O (stereo unspecified),-3%,0%,-6%,2%,-7%,4%,-3%,15%
Cc1oc(CC(C)C)c(CN)c1C(=O)O,4%,13%,3%,-1%,.,-6%,1%,7%
Cn1c(Oc2ccc3c(c2)OCO3)nc2c1c(=O)n(Cc1ccccc1)c(=O)n2C,-17%,-29%,5%,-2%,-2%,-7%,-13%,?
COc1ccc(S(=O)(=O)Nc2cc(C)ccc2OC)cc1C,-5%,-4%,-11%,1%,-3%[11.4 µM],0%,1%,-6%
CCCCC(=O)NC(=S)NNC(=O)CC,?,?,-6%,1%,19%,0%,?,22µM*
CCN(CCNC(=O)CN1CCN(Cc2ccc(Cl)cc2)C1=O)c1ccccc1,-13%,-23%,?,20%,.,-7%,-1%,?
COc1ccc(-c2nnc(SCCc3ccccc3)n2N)cc1,?,22%,-2%,0%,-1%,-12%,3%,0%
COc1ccccc1C(=O)Nc1nc2cc3c(cc2s1)OCCO3,-11%,.,.,.,11%,23%,?,?
COc1cc(/C=N/N=C(/N)c2nonc2N)cc(Br)c1OCc1cccc(C)c1,?,8%,1%,-4%,.,-4%,4%,3%
CCn1cc([N+](=O)[O-])c(C(=O)Nc2cc(C)on2)n1,1%,-3%,3%,2%,.,i,1%,5%
COc1ccc(C)cc1S(=O)(=O)N(C)CC(=O)NC1CCCCC1,4%,?,11%,-1%,-1%,-7%,0%,-6%
COc1ccc2nc(NC(=O)C3CCCN(S(=O)(=O)c4c(C)noc4C)C3)sc2c1 (stereo unspecified),?,-55%[inhibitor],-13%,-1%,-9%,-9%,0%,2%
Cc1cc(Nc2ccc(F)c(Cl)c2)n2ncnc2n1,-8%,16%,-12%,1%,5%,-3%,-6%,13%
CCOc1ccc(NC(=O)CCN2C(=S)NC(C)(C)CC2C)cc1 (stereo unspecified),-3%,-8%,8%[9.22 µM],3%,9%,-2%,14%,3%
CC(C)(C)OC(=O)N/N=C/c1cccn1-c1ccc([N+](=O)[O-])cc1,-16%,.,.,.,-2%,-6%,-16%,?
Nc1nc(Cl)nc2c1ncn2[C@@H]1O[C@H](CO)[C@@H](O)[C@H]1O,-11%&-2%&2%,-82%&-32%&14%[inhibitor],?,-1%&-3%,-2%,-17%&-14%&17%,4%&-2%,-8%&-3%&-8%
COc1ccc(-c2nc(-c3cccc(C)c3)nc(Cl)c2C#N)cc1,-14%,-10%,3%,10%,11%,i,-13%,?
COc1cc(C(=O)N2CCN(c3ccccc3)CC2)c([N+](=O)[O-])cc1OC,-3%,-7%,13%[46 µM],-5%,-3%,i,?,-5%
CN(C)CCNC(=O)c1cc2ccccc2oc1=O,-4%,19%,0%,2%,-1%,-8%,?,?
COc1ccc(CCn2c(-c3ccncc3)n[nH]c2=S)cc1OC,3%,0%,.,1%,7%[11.4 µM],i,?,5%
Fc1ccc([C@@H]2CCNC[C@H]2COc2ccc3c(c2)OCO3)cc1,-15%&-13%,-32%[inhibitor],?,-2%,-16%,-2%&-17%&-1%,-7%&1%,-5%
COc1ccc(OC)c(Nc2ncnc3c2cnn3-c2ccccc2)c1,?,10%,5%,0%,0%,-16%,1%,-3%

Screens deposited in PubChem BioAssay by National Center for Advancing Translational Sciences (NCATS).
